GalR3 antagonist: antagonists of human GalR3 | HEK293 GalR3-CNG cAMP membrane potential fluorescence; galR3 body fused to GalR1 C-terminus | inhibition, % at 3 µM | 360,000 compounds, 0.44% hits | AID 651719;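 active = inhibition above the screen-wide average plus 3 SD, cut at about 13% in these data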;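 also: forskolin and galanin both at EC90 stimulate the cells; cAMP rise reported by CNG channel membrane potential dye signal; 0% = forskolin plus galanin with DMSO and 100% = forskolin alone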
MEKK3 PB1 HTS: raises or lowers MEK5 binding to the human MEKK3 PB1 domain | bead-based flow cytometry, Alexa488-MEK5 binding to MEKK3; actives lie on both sides; 0 = blocked by unlabeled MEK5, 100 = vehicle | binding response (% of control), % at 10 µM | 290,000 compounds, 1.4% hits;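 active = binding response more than 3 SD above or below the average of its plate-row segment, actives on both sides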;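 also: Alexa488 bead fluorescence after subtracting the streptavidin-only scavenger bead signal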
PHOSPHO1 block: inhibitors of human PHOSPHO1 phosphatase; Q8TCT1; recombinant PHOSPHO1, absorbance phosphatase assay; inhibition, % at 13.3 µM; 290,000 compounds, 1.1% hits; AID 1565; in the data active = inhibition above about 60%
IDE inh: cellular human IDE inhibition | inhibition, % at 5.59 µM | AID 434962 | P14735 | HEK cells, FAbetaB cleavage, fluorescence polarization | 320,000 compounds, 0.41% hits;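 active = percent inhibition above the average of all tested compounds plus 3 SD, set per screening campaign, cut at about 16% in these data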;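 also: IDE supplied by intact live HEK cells; FP after avidin binding of uncleaved biotin substrate so inhibition keeps polarization high; 0% = DMSO wells and 100% = 60 µM reference IDE inhibitor Ii1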
IDE cell activ: IDE (human) activation, cell-based; P14735; HEK cells, FAbeta-B cleavage, fluorescence polarization; 0% vehicle, 100% cell-free pure enzyme wells; activation, % at 5.96 µM; 340,000 compounds, 0.073% hits;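 active = activation above the mean of all tested compounds plus 3 SD, set per screening campaign, cut at about 17% in these data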
CRFBP-R2 block: antagonists of CRF-binding protein/CRF-R2 receptor complex; HEK293 CRF-R2/CRF-BP, CRF-induced calcium fluorescence; 350,000 compounds, 0.59% hits; AID 588475; inhibition, % at 11.8 µM;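 active = inhibition of the ligand-induced calcium signal above about 50% at the single tested concentration, limit read from the data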
p-CIP stab down: p/CIP protein destabilization. Q05BA5. F442A p/CIP-EGFP cells, EGFP fluorescence, 16 h. decrease of EGFP signal, % at 10 µM. 290,000 compounds, 0.01% hits;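 active = EGFP signal decrease of at least 30% at 10 µM or well 3 SD below plate mean, unless failing retest; inactive = the rest, including hits failing retest or dose response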; also: some compounds called inactive have numbers as strong as hits; many of its hits are not listed in these tables
CRFBP-R2 agonist: CRF-BP/CRF-R2 complex agonism. HEK293 CRF-R2/CRF-BP, calcium dye fluorescence (FLIPR); percent of saturating CRF peptide response. activation, % at 13.2 µM. 350,000 compounds, 0.46% hits. AID 588473;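 active = activation of at least 50%, plus an integration ratio under a set limit after plate pattern correction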;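 also: plate controls were neutral control wells without compound for no effect and CRF at EC100 for full effect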
M4 PAM: potentiates acetylcholine response at human M4 receptor | 360,000 compounds, 0.4% hits | CHO-K1 hM4/Gqi5, Fluo-8 calcium fluorescence, ACh EC20; 0% = ACh EC20, 100% = maximal ACh | activation, % at 3 µM | P08173;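 active = activation above its plate's cutoff, the mean activation of sample wells plus 3 SD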; also: some results filed as inactive read as strong as hits
Starred values were filed as active, the others as inactive; . = not tested or not shown; [ ] = remark or other dose.

#	mol	p-CIP stab down	MEKK3 PB1 HTS	CRFBP-R2 agonist	CRFBP-R2 block	M4 PAM	GalR3 antagonist	IDE cell activ	PHOSPHO1 block	IDE inh
1	COc1ccc(CN(Cc2cccn2C)S(=O)(=O)c2ccc(F)cc2)cc1	-2	103	0.6	7	-8	-2	7	7	8
2	c1ccc(CN(Cc2ccco2)C(c2ccncc2)c2nnnn2C2CCCC2)cc1 (stereo unspecified)	-5	103	0.7	18	-3	0	0	4	3
3	COc1ccc(Cl)cc1N1C(=O)C2CCCN2C1c1cccc(F)c1 (stereo unspecified)	-4	95	-5.8	-11	2	1	7	-11	5
4	COc1ccccc1NC(=O)C1C2C=CC3(CN(Cc4cccnc4)C(=O)C13)O2 (stereo unspecified)	-18	105	-2.9	23	8	.	1	-11	3
5	CCOC(=O)C1CCN(C(=O)C2CCN(S(=O)(=O)c3c(C)noc3C)CC2)CC1	-5	104	-1.3	10	0	0	1	6	0
6	CCOc1ccc(CNC(=S)NCc2ccc(OCC)cc2)cc1	-3	107	-1.9	-25	9	1	-3	-26	0
7	Nc1ccccc1SC1CC(=O)N(c2ccccc2Cl)C1=O (stereo unspecified)	-6	49*[inhibitor]	0.3	-13	-3	-9	1	55	5
8	CCOC(=O)c1c(C)n(C)c2ccc(O)c(CN3CCC(C)CC3)c12	-8	91	0.4	-2	5	.	4	10	5
9	COc1cc(/C=C(/NC(=O)c2ccccc2)C(=O)Nc2cccc(O)c2)c([N+](=O)[O-])cc1OC	0	.	0.4	-13	4	-1	-2	-61	-1
10	COc1cc(/C=N/NC(=O)CN2CCOCC2)ccc1OCc1ccccc1	2	95	-0.4	-14	1	3	-5	-8	-4
11	O=C(c1ccccc1)c1ccc[nH]1	.	.	-3.3	-6	6	5	-6	.	.
12	O=C(Nc1ccc(F)cc1)C1CCN(c2nnnn2-c2ccccc2)CC1	-1	92	-3.6	9	-5	1	-2	14	6
13	COc1ccc2[nH]c(C(=O)NCc3ccccc3)c(C)c2c1	-2	110	-0.5	-5	0	-9	0	-3	2
14	NC(=O)c1ccc(NC(=O)COC(=O)/C=C/c2ccc3c(c2)OCO3)cc1	-11	105	4.0	6	-4	-1	2	7	-3
15	Cc1cc(-c2ccc(C)c(S(=O)(=O)Nc3cc(C)on3)c2)on1	-14	99	-0.1	1	7	2	-1	28	-1
16	Cc1cc([N+](=O)[O-])nn1CC(=O)NCCCN1CCOCC1	-1	107	0.3	6	4	-6	-1	-22	5
17	Cc1nn(-c2ccccn2)c2c1C(c1ccsc1)C1=C(CCCC1=O)N2 (stereo unspecified)	7	.	-0.3	-17	9	-1	-19	-87	4
18	Cc1cc(C)c(OCC(=O)OCC(=O)NCC2CCCCC2)c(C)c1	.	.	0.3	-1	3	-1	3	.	-6
19	O=C(CN1CCCCCCC1)N/N=C/c1ccc(F)cc1F	9	96	-1.3	-8	-2	-2	1	-7	7
20	O=C(O)c1cnn(-c2ccccc2)c1-c1ccncc1	-8	100	1.3	-5	-1	-8	7	29	-4
21	CC1(C)SC(=S)N(NC(=O)Nc2cccc3ccccc23)C1N(O)C(=O)Nc1ccccc1 (stereo unspecified)	-7	115	0.1	-4	-16	-5	1	2	0
22	Cc1ccc(CNC(=O)CCNS(=O)(=O)c2ccc3c(c2)c(=O)n(C)c(=O)n3C)cc1	-3	106	-0.6	-8	2	-5	4	-44	7
23	COc1ccc(-n2c(Cc3cccn3C)nnc2SCC(=O)Nc2ccc3c(c2)OCCO3)cc1	-25	106	-1.5	9	0	2	9	9	-3
24	CC1CCCCC1NC(=O)CSc1ccc([N+](=O)[O-])cc1 (stereo unspecified)	-7	94	-2.4	0	1	-9	5	-5	1
25	CCCc1nnc2c(N(C)S(=O)(=O)c3ccc(C)cc3)nc3ccccc3n12	-15	95	-4.9	-18	1	-4	4	2	-2
26	COc1ccc2[nH]cc(CCNS(=O)(=O)Cc3ccccc3)c2c1	7	97	-0.2	-6	-4	-6	5	9	2
27	CN(C)/N=C1\CCS(=O)(=O)c2sccc21	11	98	0.6	-1	4	-9	1	12	-7
28	COc1ccccc1C(=O)Nc1ccnn1C1CCN(Cc2csc(C(C)=O)c2)CC1	10	100	3.6	-20	-6	2	5	49	-2
29	O=C(O)CSCC(=O)NC1CCCc2ccccc21 (stereo unspecified)	6	99	-1.7	1	8	-3	-5	24	0
30	Cc1nn(-c2ccccc2)c(Cl)c1C(=O)OC(C)C(=O)NC(=O)NC1CCCCC1 (stereo unspecified)	-14	101	3.1	-21	5	0	0	6	7
31	COCCCNc1nc2c(c(=O)n(Cc3ccc(F)cc3)c(=O)n2C)n1C	-10	102	-0.2	-4	5	-12	3	33	-7
32	Nn1c(SCC(=O)Nc2ccc(OC(F)F)cc2)nnc(Cc2ccccc2)c1=O	.	.	-3.3	9	-2	-5	-2	.	5
33	CC(C)c1ccc(NS(=O)(=O)c2ccc(Cl)nc2)cc1	-7	102	19	1	-5	-2	0	-18	2
34	CCCCCCn1cc(C(=O)O)c(=O)c2ccccc21	-2	108	-1.0	-4	-1	0	-3	-5	-2
35	CC(=O)c1ccc(N2CCN(CC(O)c3ccccc3)CC2)cc1 (stereo unspecified)	-4	99	-0.2	-3	3	-8	3	17	0
36	CC(NC(=O)Cc1ccc(NS(=O)(=O)c2cccc(C(F)(F)F)c2)cc1)c1ccccn1 (stereo unspecified)	-13	102	-1.2	-5	1	-6	4	8	-8
37	COc1ccc(N(C(=O)c2ccco2)S(=O)(=O)c2cccc([N+](=O)[O-])c2)cc1	-4	87	1.1	17	4	-3	8	7	-4
38	O=C(Cc1ccccc1F)Nc1nc(-c2ccc(F)c(F)c2)cs1	-5	105	-1.0	-4	-16	-8	-2	24	-4
39	O=C(O)C1=C[C@H](c2ccc3c(c2)OCO3)C[C@H](OCc2ccc(CO)cc2)O1	.	102	2.4	14	9	-3	1	.	3
40	CC(C)(C)c1ccc(C(=O)NNC(=O)c2ccccc2Br)cc1	1	101	0.1	-14	0	-1	-5	-26	-4
41	COc1ccc(NC(=O)c2cccc(OC(F)F)c2)cc1Cl	-1	101	-2.0	7	-4	-2	3	0	0
42	C/C(=N\NC(=O)CCC(=O)NCc1ccccc1)c1ccc([N+](=O)[O-])cc1	.	.	-1.9	1	2	-4	2	.	5
43	CCCCCC(=O)N1C[C@H](n2cc(-c3ccc(F)cc3)nn2)[C@@H](O)C[C@@H]1c1ccc(C)cc1	.	.	7.3	5	2	-5	.	.	.
44	Cc1ccccc1OCc1nc2ccccc2n1C	-1	99	0.2	-23	-3	-5	-1	14	2
45	N#CCc1c(C#N)c(N)nc(N2CCN(S(=O)(=O)c3ccccc3)CC2)c1C#N	4	101	1.5	-12	-7	-1	-1	-23	1
46	COCCCn1nnnc1SCC(=O)Nc1nc(C)c(C)s1	4	94	2.6	-4	3	1	5	5	0
47	CCOc1ccc(N(C)C(=O)CCc2nnc3ccc(N4CCOCC4)nn23)cc1	-2	100	11	4	-4	-3	1	55	2
48	Cc1ccccc1S(=O)(=O)N(C)C[C@H]1OCc2cnnn2CCCC(=O)N([C@@H](C)CO)C[C@H]1C	.	.	-0.1	12	1	-5	.	.	.
49	O=C(NCC(c1ccc(F)cc1)N1CCOCC1)c1cccnc1Sc1ccc(Cl)cc1 (stereo unspecified)	.	.	1.1	-2	1	0	0	.	6
50	CCC1=NN(C(=O)Cc2ccc(OC)cc2)C(O)(C(F)(F)F)C1 (stereo unspecified)	-8	98	0.0	22	25	-4	-6	19	-2

Two entries from above, with two lines to a compound:
Value order – p-CIP stab down | MEKK3 PB1 HTS | CRFBP-R2 agonist | CRFBP-R2 block | M4 PAM | GalR3 antagonist | IDE cell activ | PHOSPHO1 block | IDE inh
(29) O=C(O)CSCC(=O)NC1CCCc2ccccc21 (stereo unspecified)
 : 6 | 99 | -1.7 | 1 | 8 | -3 | -5 | 24 | 0
(30) Cc1nn(-c2ccccc2)c(Cl)c1C(=O)OC(C)C(=O)NC(=O)NC1CCCCC1 (stereo unspecified)
 : -14 | 101 | 3.1 | -21 | 5 | 0 | 0 | 6 | 7

Some of these compounds in order of count of non-hydrogen atoms, ascending.
#	mol	p-CIP stab down	MEKK3 PB1 HTS	CRFBP-R2 agonist	CRFBP-R2 block	M4 PAM	GalR3 antagonist	IDE cell activ	PHOSPHO1 block	IDE inh
50	CCC1=NN(C(=O)Cc2ccc(OC)cc2)C(O)(C(F)(F)F)C1 (stereo unspecified)	-8	98	0.0	22	25	-4	-6	19	-2
38	O=C(Cc1ccccc1F)Nc1nc(-c2ccc(F)c(F)c2)cs1	-5	105	-1.0	-4	-16	-8	-2	24	-4
47	CCOc1ccc(N(C)C(=O)CCc2nnc3ccc(N4CCOCC4)nn23)cc1	-2	100	11	4	-4	-3	1	55	2
22	Cc1ccc(CNC(=O)CCNS(=O)(=O)c2ccc3c(c2)c(=O)n(C)c(=O)n3C)cc1	-3	106	-0.6	-8	2	-5	4	-44	7
